# S1P3 antagonist: antagonists of human S1P3 receptor; 0.27% of 170,000 active; Q99500; inhibition, % at 4.98 µM; CHO S1P3 NFAT-BLA reporter, FRET fluorescence, antagonist mode;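 active = inhibition above the plate cutoff, the mean inhibition of test wells on that plate plus 3 SD, cut at about 28% in these data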;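 note: cells challenged with S1P at its EC80 of 0.8 µM; blue over green emission ratio from cleaved BLA substrate after 4 h stimulation; 0% = S1P-stimulated wells and 100% = unstimulated DMSO-only wells; some compounds past the cut are filed as inactive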
# Lmaj promast: inhibitors of Leishmania major promastigote growth; Leishmania major promastigotes, resazurin fluorescence viability; inhibition, % at 10 µM; 9% of 200,000 active;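 note: promastigotes grown with compound for 44 hours at 28 °C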
# Diaph act CS: activates diaphorase or chemically reduces, flagging diaphorase assay artifacts; Diaphorase/resazurin coupled assay, resorufin fluorescence, 16 min; active compounds read high; 1 = vehicle wells, 0 = NADH-free wells; activation factor at 20 µM; 0.005% of 190,000 active; AID 1229;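 active = diaphorase activity raised at least twofold by the compound at 20 µM; inactive = activation factor below 2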
#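 Material: Purified diaphorase enzyme from Clostridium kluyveri | Buffer or medium: 50 mM HEPES pH 7.4 with 4.542 mM MgCl2, 0.005% Tween 20 | Times: 16 min enzyme reaction, ambient temperature | Signal: Red resorufin fluorescence at 544/590 nm excitation/emission | Measure: Increased resorufin signal from activators or reducing compounds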
# PMI activator: phosphomannose isomerase (human) activation; P34949; purified human PMI, coupled resazurin fluorescence, 20 min; active compounds read high; 1 = vehicle control, 0 substrate-free wells; activation factor at 20 µM; 0.005% of 190,000 active; AID 1214;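 active = activation factor of 2 or more at 20 µM, relative to plate controls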
# Diaphorase inh: counter-screen for diaphorase-based assays: diaphorase inhibitors and chemical oxidizers. diaphorase resazurin-to-resorufin fluorescence, NADH, 16 min; bacterial (C. kluyveri) enzyme, not human. inhibition, % at 20 µM. 0.69% of 190,000 active. AID 1217;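 active = primary screen inhibition at 20 µM above a set limit, cut at about 50% in these data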;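 note: plate controls were DMSO with full reaction for no effect and wells lacking NADH for full effect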
#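 Detection: fluorescence of resorufin formed from resazurin, Ex 544/Em 590 nm; test system: Clostridium kluyveri diaphorase enzyme; amount: 0.14 U/mL diaphorase, enzyme working solution; times: 16-min room-temperature incubation before reading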
# DTT redox prof: compounds producing H2O2 with reducing agent – biochemical, NIH compound library profiling, artefact control for MLSCN library redox annotation, primary screen; DTT-dependent redox cycling H2O2, phenol red/HRP absorbance; 100% = 100 µM peroxide control, 0% = buffer; activation, % at 10 µM; 0.03% of 200,000 active; AID 878;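 active = activation of at least 50% relative to the plate's high and low controls in the primary single-dose screen; inactive = activation below 50%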;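 note: compound incubated with DTT at 0.8 mM final as the reducing agent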
# TLR4-MyD88 BLA: blocks binding of human TLR4 to MyD88 | O00206+Q99836 | HeLa CL3-4 TLR4/MyD88 BLA complementation, FRET ratio | inhibition, % at 8.4 µM | 0.18% of 200,000 active; in the data active = inhibition above about 25%;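 note: 0% = vehicle and 100% = reference inhibitor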
# Target sequence (O00206 whole entry, looked up): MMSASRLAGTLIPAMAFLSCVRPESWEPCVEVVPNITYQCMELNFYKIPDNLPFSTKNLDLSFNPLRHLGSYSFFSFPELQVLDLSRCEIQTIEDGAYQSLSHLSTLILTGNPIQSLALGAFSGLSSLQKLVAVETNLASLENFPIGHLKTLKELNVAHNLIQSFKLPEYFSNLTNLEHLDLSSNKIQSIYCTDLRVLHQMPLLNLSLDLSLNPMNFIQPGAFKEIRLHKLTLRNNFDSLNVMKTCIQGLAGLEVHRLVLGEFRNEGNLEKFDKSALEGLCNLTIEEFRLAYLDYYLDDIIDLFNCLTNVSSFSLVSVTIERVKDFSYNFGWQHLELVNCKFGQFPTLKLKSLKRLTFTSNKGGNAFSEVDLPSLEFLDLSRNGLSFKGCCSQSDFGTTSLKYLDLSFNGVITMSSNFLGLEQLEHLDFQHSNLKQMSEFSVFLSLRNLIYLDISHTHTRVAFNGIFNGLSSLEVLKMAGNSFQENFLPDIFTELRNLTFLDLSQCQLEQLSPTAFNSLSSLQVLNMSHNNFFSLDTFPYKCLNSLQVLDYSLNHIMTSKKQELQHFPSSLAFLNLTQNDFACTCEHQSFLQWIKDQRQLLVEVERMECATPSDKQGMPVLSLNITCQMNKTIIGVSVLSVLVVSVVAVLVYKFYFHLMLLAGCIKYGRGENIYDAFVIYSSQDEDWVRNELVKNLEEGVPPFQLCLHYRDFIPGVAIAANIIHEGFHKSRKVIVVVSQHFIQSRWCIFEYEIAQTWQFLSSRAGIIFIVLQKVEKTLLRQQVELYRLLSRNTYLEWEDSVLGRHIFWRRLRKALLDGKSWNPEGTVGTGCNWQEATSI
# Target sequence (Q99836 whole entry, looked up): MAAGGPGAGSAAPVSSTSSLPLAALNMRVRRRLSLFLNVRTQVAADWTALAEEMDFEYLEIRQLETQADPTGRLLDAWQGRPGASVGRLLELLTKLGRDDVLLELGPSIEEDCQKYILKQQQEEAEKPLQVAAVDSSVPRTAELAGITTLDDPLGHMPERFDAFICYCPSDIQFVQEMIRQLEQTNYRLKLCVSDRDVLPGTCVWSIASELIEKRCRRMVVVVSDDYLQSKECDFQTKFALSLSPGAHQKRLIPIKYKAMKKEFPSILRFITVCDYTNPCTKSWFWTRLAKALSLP
# PMI act hi M6P: activators of human phosphomannose isomerase at near-saturating mannose 6-phosphate; P34949; coupled PMI enzyme assay, resazurin fluorescence, 20 min; active compounds read high; 1 = untreated enzyme, 0 = substrate-free blank; activation factor at 20 µM; 0.34% of 190,000 active; AID 1216;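 active = activation factor of 2 or more at 20 µM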
#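 Material: human phosphomannose isomerase with PGI, G6PDH, diaphorase coupling enzymes. Quantity: 15 ng/mL PMI. Medium: HEPES pH 7.4 buffer with MgCl2 and Tween-20. Reagent: Near-saturating mannose-6-phosphate, 1.0 mM. Compound: 20 µM single dose. Times: enzyme reaction with compound 20 min at room temperature. Detection: resorufin fluorescence at Ex 544/Em 590 nm.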
# G6PDH CS: inhibits Leuconostoc G6PDH, flagging false hits in G6PDH-based assays | Purified L. mesenteroides G6PDH, diaphorase/resazurin coupled fluorescence, 45 min | AID 1020 | inhibition, % at 5 µM | 0.12% of 200,000 active
# RAM network inh: yeast RAM network inhibition. 1.8% of 190,000 active. inhibition, % at 50 µM. AID 868. S. cerevisiae dse1pr::URA3 reporter, 5-FOA growth OD615, 2 d; analog-sensitive cbk1-as2 kinase mutant strain;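 active = inhibition above a set limit, 3 SD over mean compound inhibition, cut at about 8.4% in these data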;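 note: 0% = DMSO-only wells with no growth and 100% = 10 µM 1-NA-PP1 full growth; inhibition rescues growth on 5-FOA so higher OD means more RAM inhibition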
# Hsp70 act: Hsp70 transcriptional activation, primary screen. activation, % at 10 µM. AID 1203. HeLa Hsp70 promoter luciferase reporter, luminescence; scaled: vehicle 0, proteasome-inhibitor control 100%. 0.04% of 200,000 active;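 active = activation above the mean across all tested compounds plus 3 SD, cutoff set per campaign, cut at about 5.5% in these data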;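 note: 100% = MG132 at 30 µM as the positive control and 0% = DMSO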
# The depositor's hits bear a star; . = not tested or not shown. Cut-off read from the data, not from the text of the source, unless noted: active = inhibition above about 50%; inactive = the rest.
SMILES,S1P3 antagonist,Lmaj promast,Diaph act CS,PMI activator,Diaphorase inh,DTT redox prof,TLR4-MyD88 BLA,PMI act hi M6P,G6PDH CS,RAM network inh,Hsp70 act
Cc1ccc(-n2c(SCC(=O)Nc3ccc4c(c3)OCO4)nnc2-c2ccoc2C)cc1,-10,-3,0.8,1,24,3.1,0,1,-3,6.0,-0.3
COCCn1c(N)c(S(=O)(=O)c2cccs2)c2nc3ccccc3nc21,-2,17,0.9,0.9,13,-0.6,-2,1,8,4.5,0.5
O=C(CC(C(=O)N1CCc2ccccc21)n1ccnc1)NCc1cccnc1 (stereo unspecified),2,-3,1,1,2,1.2,6,1.1,4,1.1,-0.3
CCCCCC(=O)NNC(=S)NC(=O)c1ccccc1[N+](=O)[O-],-5,-2,0.6,1,36,-0.1,-2,1.1,10,-0.4,0.0
COc1ccc(N(Cc2cc3ccccc3[nH]c2=O)C(=O)C2CCCO2)cc1 (stereo unspecified),-12,-4,0.9,0.9,13,-0.3,2,0.9,6,2.2,-0.1
Cc1c(/C=C/C(=O)c2ccc(C(C)C)cc2)cnn1C,1,25,0.9,0.9,10,-1.2,-12,1,8,1.2,-0.1
O=C(CSc1ccc(Cl)cc1)Nc1ccc(N2CCN(C(=O)c3ccco3)CC2)cc1,21,4,0.9,0.9,11,4.3,-6,0.9,-37,4.5,-0.4
COc1ccc(C(=O)NC(=O)Nc2ncccc2C)cc1,.,2,0.9,1,6,0.1,-12,1.1,7,2.7,0.1
CC(C)(C)NC(=O)C1CCN(S(=O)(=O)c2cccc(C(F)(F)F)c2)CC1,-30,2,0.9,1.1,7,-0.9,-10,1,8,-0.6,-0.1
COc1ccc(CC(NC(C)=O)C(=O)NC2CCN(C(=O)c3ccc(OC)c(OC)c3)CC2)cc1OC (stereo unspecified),6,-5,0.9,0.9,11,-0.9,-6,1,10,1.5,-0.2
COc1cc(NC(=O)c2csc3c2CCCC3)ncn1,8,1,0.9,0.9,12,2.6,-6,0.9,7,2.6,-0.1
O=C(CNC(=O)c1cc2c(s1)CCC2)Nc1ccccc1Br,.,-7,0.9,1,10,0.1,-5,1,0,1.9,-0.4
CC1=CC2(C#N)C3(N=C(N)C2(C#N)C(c2ccccc2)N1)OCCO3 (stereo unspecified),-1,-6,0.9,1,7,2.0,0,0.9,23,0.4,-0.2
CCCOc1ccc(C(=O)CCN2CCCCC2)cc1,7,90*,0.9,0.8,8,2.0,11,0.8,20,-1.8,0.0
C/C(=N\NC(=O)c1c(C)nc2ccccn12)c1ccc(N2CCOCC2)cc1,-12,0,1,1.1,-5,-2.0,5,1,-7,0.5,-0.1
COc1ccccc1NC(=O)c1ccc(NC(=O)COC(=O)C2CCCO2)cc1 (stereo unspecified),30*,-1,0.9,1,10,-2.9,-3,1,-2,1.4,0.1
CCc1ccc(NC(=O)CSc2nc3c(c(=O)n(C)c(=O)n3C)n2C)cc1,-18,-3,0.9,0.9,13,0.2,8,0.9,17,1.1,-0.3
CCc1c(C)c(C#N)c2nc3ccccc3n2c1NCC1CCCO1 (stereo unspecified),.,68*,0.8,1,18,-0.2,4,1,3,0.7,-0.2
CS(=O)(=O)N1CCN(c2ccccc2NC(=O)c2ccc(-c3ccc(Cl)cc3Cl)o2)CC1,40,91*,0.9,0.9,10,4.9,-6,1,-28,3.1,-0.3
Cc1ccc(C(=O)Nc2c(C(=O)N3CCOCC3)cnn2-c2ccccc2)cc1,-35,-4,1.1,1,-9,0.0,12,1.2,9,-0.3,0.0
C=CCn1c(-c2ccccc2)ccc(C#N)c1=O,.,-3,0.9,1,8,-14,0,1,2,0.0,-0.4
CN(c1ccccc1)c1ccc(/C=c2\s/c(=C(/C#N)C(=O)C(C)(C)C)n(Cc3ccco3)c2=O)cc1,22,12,0.9,1,12,-0.1,8,1,3,22*,-0.4
Cc1ccc2cc(CN(Cc3ccc(F)cc3)Cc3nnnn3C3CCCC3)c(=O)[nH]c2c1,6,81*,0.9,0.9,9,2.3,0,1,-56,6.6,-0.4
COc1cccc(NC(=O)N[C@@H](Cc2ccccc2)C(=O)O)c1,-4,0,0.9,0.9,13,1.4,-7,0.9,-16,0.4,-0.2
Fc1cccc(Nc2nc3ccccc3n3nnnc23)c1,.,-6,1,1.1,2,-1.8,-15,1,-2,4.1,0.1
Cc1ccc(Nc2ncc(C(=O)NCCCN3CCN(C)CC3)c3ccccc23)cc1Cl,5,84*,1,1,-3,-1.9,4,0.9,-2,0.0,-0.2
COc1ccccc1-n1cnc2c(c1=O)c1nc3ccccc3nc1n2-c1ccc(C)c(C)c1,1,97*,0.8,1,15,0.7,10,1.1,-18,4.9,-0.3
CC1Cc2ccccc2N1C1=NS(=O)(=O)c2ccccc21 (stereo unspecified),.,0,0.9,1,13,-0.9,-18,1,5,2.6,-0.2
CC(=O)c1c(C)nc(C)nc1NC(=O)C(C)C,3,-5,1,0.9,3,-3.2,-7,1.1,16,0.6,-0.2
O=C(O)COc1ccccc1/C=N/Nc1ccc(S(=O)(=O)N2CCOCC2)cc1[N+](=O)[O-],-2,5,1,1.1,-1,-2.0,6,1,3,3.2,-0.3
Cn1c(NC(=O)c2ccc(S(=O)(=O)N3CCOCC3)cc2)cc(=O)n(C)c1=O,8,-5,0.8,0.9,22,0.5,4,0.9,1,0.3,0.1
N/C(=N\OC(=O)c1ccccc1Cl)c1cccnc1,.,-2,0.9,0.9,10,4.0,0,1,15,1.3,0.6
CCOc1ccc(-c2cc(C(=O)O)c3ccccc3n2)c(OCC)c1,-46,-6,0.9,1.2,8,0.9,-1,1,2,-0.6,0.1
CCOC(=O)N1CCC(N(CCN(C)C)C(=S)Nc2cc(Cl)cc(Cl)c2)CC1,29*,1,1.2,1.1,-21,-0.3,-1,1.1,6,-1.2,0.1
CCOc1ccccc1N1C(=O)CC(Sc2ncccc2C(=O)O)C1=O (stereo unspecified),20,-3,0.9,1,14,0.5,-13,1,2,1.2,-0.2
O=C(C1CCCN(Cc2ccccc2C(F)(F)F)C1)N1CCCCC1 (stereo unspecified),.,5,0.9,1,12,1.8,-3,1,3,1.3,-0.3
Cc1nc(-c2ccccc2)sc1-c1ccnn1C,2,-1,0.8,0.9,18,-0.5,-14,0.9,1,0.7,0.0
COc1ccc(S(=O)(=O)NCC(c2cccnc2)N2CCN(c3ccc(F)cc3)CC2)cc1C (stereo unspecified),-6,96*,1,1.1,5,0.7,-1,1.2,4,0.6,-0.3
COc1ccc(S(=O)(=O)Nc2cc(C)ccn2)cc1OC,115*,-11,0.9,1,6,2.3,-1,1,3,1.2,-0.4
Nc1ccc(C(=O)OCC(=O)NC2CCCc3ccccc32)cc1[N+](=O)[O-] (stereo unspecified),.,-6,1,1,3,0.1,5,1,-3,1.7,-0.4
CCOC(=O)C1(C)NC(c2ccco2)C2C(=O)N(CC)C(=O)C21 (stereo unspecified),-17,-4,1,1,-4,-0.1,-1,1,7,1.5,0.1
COCCSc1nnc(NC(=O)Cc2ccccc2OC)s1,-4,-3,0.9,0.9,7,-3.8,-26,0.9,12,2.2,-0.3
CC(=O)c1cc2c(cc1NS(=O)(=O)c1ccccc1)OCO2,.,-2,1,1,5,0.1,8,1,-1,0.8,-0.4
COC(=O)c1c(NC(=O)CN2CCN(C(=O)c3ccco3)CC2)c2cc(C)ccc2n1C,-20,3,0.8,1,19,1.1,-17,0.9,4,2.3,0.2
CNc1nc(SC)nc2ccccc12,-18,30,1,1,-5,0.2,-15,1,9,0.5,-0.2
COC(=O)Cc1c(C)c2ccc(OCC(C)=O)c(C)c2oc1=O,9,1,1,1,0,0.7,1,1,6,1.3,0.0
CCO[C@H]1OC(C(=O)NCc2nc3ccccc3[nH]2)=C[C@@H](c2csc3ccccc23)[C@@H]1CCCO,-19,6,0.7,0.7,31,0.3,-6,0.9,8,0.8,-0.2
CC(/C=N/NC(=O)Cc1cccn1C)=C\c1ccco1,.,-3,0.7,0.9,26,1.8,4,1.1,15,0.0,-0.2
COc1ccc(NC(=O)COC(=O)c2c(C)noc2C)c(OC)c1,.,-2,0.9,1.1,7,0.2,-11,1.1,9,1.9,0.0
CCOC(=O)N1CCN(C(=O)c2ccc3c(SCC(=O)O)c4c(nc3c2)CCCC4)CC1,-19,-7,0.8,1.1,15,-0.4,-7,1.2,-14,-0.2,-0.1
CC(=O)OCCOc1nc(N(C)C)nc(N(C)C)n1,-51,6,0.9,1.1,7,1.2,-2,1,1,0.9,-0.1
CCOCCCNC(=O)c1cccs1,-2,-2,0.9,1,11,0.9,-4,1,5,2.5,-0.1
Cc1c(Cc2ccc3c(c2)OCO3)sc(NC(=O)c2ccccc2)c1C(N)=O,-6,-7,0.8,1,18,0.6,0,1,6,1.4,-0.1
NC(=S)N/N=C/c1ccc(-c2cc(Cl)ccc2Cl)o1,.,100*,0.7,1.2,35,0.1,2,1.5,4,0.7,-0.3
N#C/C(=C(/O)COC(=O)CCC1CCCCC1)c1nc2ccccc2[nH]1,-8,-1,1,1,3,2.1,10,1,-36,5.3,-0.3

# Gathered by group: the compounds so far containing a nitro group on carbon
SMILES,S1P3 antagonist,Lmaj promast,Diaph act CS,PMI activator,Diaphorase inh,DTT redox prof,TLR4-MyD88 BLA,PMI act hi M6P,G6PDH CS,RAM network inh,Hsp70 act
CCCCCC(=O)NNC(=S)NC(=O)c1ccccc1[N+](=O)[O-],-5,-2,0.6,1,36,-0.1,-2,1.1,10,-0.4,0.0
O=C(O)COc1ccccc1/C=N/Nc1ccc(S(=O)(=O)N2CCOCC2)cc1[N+](=O)[O-],-2,5,1,1.1,-1,-2.0,6,1,3,3.2,-0.3
Nc1ccc(C(=O)OCC(=O)NC2CCCc3ccccc32)cc1[N+](=O)[O-] (stereo unspecified),.,-6,1,1,3,0.1,5,1,-3,1.7,-0.4

# Compound activity from PubChem BioAssay.
